Lipid storage S3: qHTS Assay for Lipid Storage Modulators in Drosophila S3 Cells; Drosophila S3 cells, BODIPY lipid droplet fluorescence, 18-24 h; cells fed with added oleic acid; lipid storage change, negative = inhibition, % at the top dose, mostly 46.1 µM; hits show Potency in µM; 320,000 tested, 0.64% active; AID 2685; active = well fitted inhibition curve with a large enough effect in the signal ratio, with a control signal flat, not every such curve was filed as active; inconclusive = small, poorly fitted or top-dose-only effect, or effect the other way, or a change in a side signal; the % refers to the signal ratio
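Drosophila S3 cells loaded with oleic acid (400 uM, as added) and compounds at several concentrations; lipid droplets imaged by 488-nm laser-scanning cytometry, 500–530 nm intensity and object ratio to cell channel. Percent activity normalized to 20 uM Triacsin C.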
Lipid storage S3 cell count max: further read-out of Lipid storage S3, marked with its call; cell number change, %; measured here: cell count max response;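 cells counted by Cell Tracker Red CMTPX staining in the red channel; peak over a dose series mostly up to 46.1 µM; percent activity relative to internal control wells on each plate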
Active calls of the source: *; i = inactive; ? = inconclusive; . = not tested or not shown. % is set by controls: 0 for no effect and ±100 for the full control effect; potency is the fitted concentration of half-maximal effect.

SMILES | Lipid storage S3 | Lipid storage S3 cell count max
N=C1C(=O)OCC1c1ccccc1NC(=O)Nc1ccccc1 (stereo not given) | -22% | 6
COc1ccc(CN2C(=O)/C(=C/c3ccncc3)SC2=S)cc1 | -4% | 1
CSc1ccc(CN(C)C(=O)c2cccc(S(=O)(=O)NCc3ccccc3)c2)cc1 | 0% | -7
CCC(=O)c1ccc(OCC(=O)N2CCN(c3ccccn3)CC2)cc1 | ? | .
Cc1ccc(NC(=O)C(Cc2ccccc2)n2cccc2)cc1 (stereo not given) | ? | .
O=C(CSc1nccn(-c2ccc(F)c(Cl)c2)c1=O)NC1CCCC1 | ? | .
O=C(Cn1ncc(Cl)c(Cl)c1=O)c1ccc(Cl)cc1 | ? | .
O=C(Nc1ccccc1)c1cc([N+](=O)[O-])ccc1Cl | 10% | 2
COc1ccc(-c2nc3ccccc3c(=O)n2-c2c(C)n(C)n(-c3ccccc3)c2=O)cc1 | ? | .
CCOC(=O)Cc1csc(NC(=S)NC(=O)c2ccccc2C)n1 | -7% | 17
Cc1cc(NC(=O)C(C)Sc2nc(-c3ccccc3)cc(=O)[nH]2)no1 (stereo not given) | ? | .
CNC(=O)CSc1nnc(-c2cccnc2)n1-c1ccc(C)cc1 | ? | .
CC(C)S(=O)(=O)c1csc(NC(=O)Nc2ccc(Cl)cc2)c1 | -12% | -18
O=c1cc(CSc2nc3cc(Cl)ccc3o2)nc2sccn12 | -5% | -10
Cc1cc(C)n(C(=O)CN2C(=O)c3ccccc3C2=O)n1 | ? | .
O=c1[nH]c2ccc(Cl)cc2c(O)c1-c1ccccc1 | ? | .
COc1ccc(N)cc1-n1cnnn1 | ? | .
O=C(NC(=S)Nc1ccc(N2CCOCC2)c(Cl)c1)c1cccs1 | ? | .
CCn1c(CSCc2ccc(F)cc2)nnc1SCC(=O)NCc1ccccc1 | i | .
COc1ccc(C(=O)NCc2nnc(SCC(=O)N3CCc4ccccc43)n2CCc2ccccc2)cc1 | -14% | -7
Cc1ccccc1-c1nc2ccc(Cl)cc2c(=O)n1O | 15% | 1
CC(C)(C)OC(=O)NCCCC[C@H](NC(=O)c1nc[nH]c1C(=O)N1CCN(c2ccccc2)CC1)C(=O)OC(C)(C)C | 15% | 7
Cc1nc(NCc2cccnc2)c2c3c(sc2n1)CCCC3 | 3% | 16
O=C(/C=C/c1cccc([N+](=O)[O-])c1)NCCSCc1ccccc1Cl | ? | .
CC1CN(C2CCN(C(=O)c3ccccc3Cl)CC2)CC(C)O1 (stereo not given) | 5% | 18

Further results:
SMILES | Lipid storage S3 | Lipid storage S3 cell count max
COCCCNC(=O)CSc1nc2ccccc2c(=O)n1CCC(=O)NCCc1ccc(OC)c(OC)c1 | 0% | -3
CN(C)c1ccc(C(C#N)c2ccc(Cl)cc2)nn1 (stereo not given) | 18% | 7
C[C@H](NC(=O)N1CCn2c1nc1ccccc12)C(=O)NCc1ccc2c(c1)OCO2 | 1% | -1
COC(=O)c1ccc(CNC(=O)c2coc3ccccc3c2=O)cc1 | ? | .
Cc1ccc(C)n1-c1ccc(-n2cnnn2)cc1 | 10% | -2
Cc1cc(C)nc(SCC(=O)Nc2ncc(Cc3ccc(Cl)c(Cl)c3)s2)n1 | ? | .
NC(=O)CSc1nnc(-c2cnccn2)n1-c1ccccc1 | ? | .
CCC(NC(=O)c1cc(COc2c(F)cccc2F)on1)c1ccncc1 (stereo not given) | ? | .
CCOC(=O)CC1(NC(=O)c2cc(COc3cccc(OC)c3)on2)CCCCC1 | ? | .
COc1ccc(N2C(=O)/C(=C/c3cccnc3)NC2=S)cc1 | 9% | -4
O=C(Cn1cc([N+](=O)[O-])cn1)Nc1cccnc1 | -2% | 25
CC(C)C(=O)Nc1nnc(SCC(=O)N2c3ccccc3CC2C)s1 (stereo not given) | ? | .
CCOc1cc2[nH]c(=S)n(C3CC3)c(=O)c2cc1OCC | ? | .
Cc1cc(N2CCOCC2)nc2ccc(NC(=O)CCC(=O)N3CCCCC3)cc12 | ? | .
Cc1nn(-c2cc(N3CCCC3)ccc2[N+](=O)[O-])c(=O)c2ccccc12 | ? | .
Brc1ccc(OCc2ccccc2)c(CNCC2CCCO2)c1 (stereo not given) | ? | .
COc1ccccc1N(CC(=O)NC1CCCCC1)S(C)(=O)=O | ? | .
COc1ccc(-n2nc([N+](=O)[O-])c(=NCCc3ccccc3)n2O)cc1 | ? | .
CCOCCCNC(=O)C(NC(=O)c1ccccn1)c1ccc(C)cc1 (stereo not given) | 9% | 7
CCn1c(Sc2nc(C)nc3scc(-c4cccs4)c23)n[nH]c1=O | ? | .
CSc1cccc(NC(=O)C2(S(=O)(=O)c3ccc(C)cc3)CC2)c1 | -5% | -8
O=C(Cn1cncn1)N/N=C/c1cccc2ccccc12 | 1% | -5
NC(=O)c1c(NC(=O)CSc2nc3c(c(C(F)(F)F)n2)CCc2ccccc2-3)sc2c1CCCC2 | i | 11
O=C(NCCc1cn2ccccc2n1)c1ccc(Br)o1 | i | .
O=C(CSc1nc2c(c(=O)n1-c1ccc(F)cc1)SCC2)NCC1CCCO1 (stereo not given) | 5% | -6

(cont.)
SMILES | Lipid storage S3 | Lipid storage S3 cell count max
CC(CNC(=O)CCC(=O)N1CCOc2ccc(Cl)cc21)c1ccccc1 (stereo not given) | 0.92µM* | -20*
O=C(Nc1cccc(S(=O)(=O)N2CCOCC2)c1)c1ccc2c(=O)n3c(nc2c1)CCCCC3 | 9% | -1
CCO[C@H]1OC(C(=O)N2CCN(Cc3ccccc3)CC2)=C[C@@H](C2CCCCC2)[C@@H]1CCCO | 21µM* | -29*
C=Cn1cc[n+](CC(=O)c2ccc(Cl)cc2)c1 | ? | .
O=C(Nc1ccc(F)cc1)c1ccccc1NS(=O)(=O)N1CCCC1 | ? | .
Cc1ccc(Nc2nc3ccccc3c(=O)s2)cc1 | ? | .
COc1ccc(NC(=O)Cn2nnc(-c3ccccc3N)n2)cc1OC | i | .
CCc1ccc(NC2=NCC(=O)N2Cc2ccc3c(c2)OCO3)cc1 | ? | .
COc1ccc2c(CSc3nnc(-c4cccnc4)n3-c3ccccc3F)cc(=O)oc2c1 | 11% | -1
OC1(c2ccc(F)cc2)CN(c2ccccc2)C2=[N+]1CCS2 (stereo not given) | ? | .
Cc1cc(N2CCCCC2)nc(SCc2ccc(C#N)cc2)n1 | ? | .
O=C(NCCCn1ccnc1)c1ccc(-c2ccccc2)cc1 | ? | .
CCN1CCN(C(c2ccc(OC)cc2)C(O)C(=O)c2c[nH]c3ccccc23)CC1 (stereo not given) | ? | .
Cc1ccccc1S(=O)(=O)Cc1ccc(C(=O)NCc2ccco2)o1 | ? | .
O=C(CN1CCN(c2ccc(O)cc2)CC1)Nc1ccc(-c2ccccc2)cc1 | ? | .
CCc1ccc(C(C(=O)NCc2ccccc2)N(C(=O)c2csnn2)C2CC2)cc1 (stereo not given) | i | 15
Cc1ccc(/C=N/n2c(-c3ccco3)n[nH]c2=S)cc1 | -14% | -16
Cc1c(C)n(CC(O)CN2C(=O)c3ccccc3S2(=O)=O)c2ccccc12 (stereo not given) | ? | .
COc1ccc(C2=NN(C(=O)/C=C/c3ccccc3)C(c3ccccc3)C2)c(OC(C)=O)c1 (stereo not given) | ? | .
Cc1ccc(-c2nnn(CC(=O)N(CC(=O)NC3CCCC3)c3ccc(F)cc3)n2)o1 | ? | .
C=CCNC(=S)NNC(=O)c1cccc(Br)c1 | 3% | -12
CC(=O)Nc1cccc(C(=O)/C=C/c2ccco2)c1 | ? | .
O=C(Cc1cccs1)Nc1nnc(SCc2ccc(Br)cc2)s1 | 0% | -6
CCc1ccccc1NC1=CC(=O)CC(C)(C)C1 | 2% | 12
CCN(CC)CCNC(=O)/C(=N\O)c1ccccn1 | -6% | 2

The list goes on.
SMILES | Lipid storage S3 | Lipid storage S3 cell count max
C=CCN(C(=O)c1cc(C)cc(C)c1)C1(C(=O)Nc2ccccc2)CCN(C(C)C)CC1 | ? | .
c1coc(-c2nnc(SCc3nc4ccccc4[nH]3)o2)c1 | ? | .
COc1ccc2sc(-c3ccc(SC)cc3)c(C#CC(C)(C)O)c2c1 | ? | .
CCCCSc1nc2c(c(C(F)(F)F)c1C#N)CCC2 | ? | .
COC(=O)C1=C(C)NC(=O)NC1c1ccc(-c2ccccc2Cl)o1 (stereo not given) | ? | .
COc1ccc(C(=O)N2CCC(NC(=O)C(Cc3ccccc3OC)NC(C)=O)CC2)cc1 (stereo not given) | ? | .
CNC(=O)CN(Cc1ccccc1)S(=O)(=O)c1ccccc1 | 6% | -19
Brc1ccc(CN2C3=NCCCN3c3ccccc32)cc1 | 8% | 3
Cc1ccc(CNC(=O)c2nccnc2C(=O)O)cc1 | ? | .
CCCCc1ccc(NC(=O)C(=O)NCCN2CCN(C(=O)c3ccc([N+](=O)[O-])cc3)CC2)cc1 | i | 8
Cc1ccc(C(=O)CC2(O)C(=O)N(Cc3ccccc3Cl)c3ccccc32)o1 (stereo not given) | i | .
CCOC(=O)c1sc(=NC(=O)c2ccc(S(=O)(=O)N3CC(C)OC(C)C3)cc2)n(C)c1C (stereo not given) | 0% | -4
COc1ccc(C2C(C(=O)Nc3cccc(C)n3)c3ccccc3C(=O)N2C)cc1OC (stereo not given) | -4% | 2
COc1ccc(C(=O)NC2CCN(C(=S)Nc3ccccc3C)CC2)cc1 | ? | .
CCOC(=O)CC(c1ccc([N+](=O)[O-])cc1)n1c(C)ccc1C (stereo not given) | -16% | -9
COc1ccc(S(=O)(=O)N(C(=O)C(C)C)c2ccc3oc(=O)sc3c2)cc1 | ? | .
O=C(Nc1ccccc1NC(=O)c1csnn1)c1csnn1 | 19% | 6
CC1CCCCN1C(=O)COc1ccc(S(=O)(=O)N2CCCC2)cc1[N+](=O)[O-] (stereo not given) | ? | .
O=C(NCCN1CCCC1)c1ccccc1Cl | -1% | -19
COc1ccc(CCNC(=O)COC(=O)Cn2cnc3c2c(=O)n(C)c(=O)n3C)cc1 | ? | .
Cn1nnc(NC(=S)NC(=O)c2ccccc2)n1 | 6% | 8
CCCCN(C)S(=O)(=O)c1cc2c3c(c1)CCC(=O)N3CCC2 | i | .
COCC1CCN(Cc2cn[nH]c2-c2cc(OC)c(OC)c(OC)c2)CC1 | -22% | -2
Cc1nc(-c2coc3cc(O)c(C)cc3c2=O)cs1 | ? | .
Cc1ccccc1NC(=O)COC(=O)c1c(-c2ccccc2)noc1C | ? | .

More results.
SMILES | Lipid storage S3 | Lipid storage S3 cell count max
COc1ccc(-n2ncc3c(=O)n(CC(=O)NC(C)C)cnc32)cc1 | ? | .
COc1cc2c(cc1OC)CN(C(=O)/C=C/c1cc(OC)c(OC)c(OC)c1)CC2 | ? | .
COCCCNC1=C(Cl)C(=O)c2ccccc2C1=O | -22% | 4
N#CCCN(CCN1CCCC1)S(=O)(=O)c1ccc(-c2ccc([N+](=O)[O-])cc2)cc1 | -11% | 10
COc1cccc(NC(=S)N/N=C2\CC3CCC2(C)C3(C)C)c1 (stereo not given) | ? | .
Fc1cnc(N2CCOCC2)nc1N1CCc2ccccc21 | 1% | -11
COCCn1c(SCC(=O)Nc2ccccc2OC)nc2c([nH]c3ccccc32)c1=O | -3% | 2
O=c1[nH]c(CN2CCN(c3ccc([N+](=O)[O-])cc3)CC2)nc2ccsc12 | i | -23
CCCNC(=O)NC(C(=O)OC)C12CC3CC(CC(C3)C1)C2 (stereo not given) | ? | .
COc1ccc(CCNC(=O)CSc2cccc3cccnc23)cc1OC | ? | .
Cc1ccc(N2CCN(S(=O)(=O)c3ccc4oc(=O)ccc4c3)CC2)c(C)c1 | ? | .
CCc1ccc(NC(=S)NC2CC3CCCC(C2)N3Cc2cccs2)cc1 (stereo not given) | -11% | .
Cc1[nH]nc2c1C(c1ccc(F)cc1)C1=C(CC(C)(C)CC1=O)N2 (stereo not given) | ? | .
Cc1ccc(C2(C)NC(=O)N(CC(=O)Nc3ccccc3C(=O)NC3CCCC3)C2=O)cc1 (stereo not given) | ? | .
CCOC(=O)CCCNC(=O)COC(=O)c1cc2ccccc2cc1O | ? | .
O=C(CSc1nnnn1C1CCCC1)NCCc1ccccc1 | -12% | 3

Not all compounds are listed. The share of hits here may be higher or lower than overall.
